Bioassay records from PubChem BioAssay.
STK33 inh: human STK33 kinase inhibition; Q9BYT3; purified STK33, MBP phosphorylation, ADP-Glo luminescence; inhibition, % at 10 µM; 0.073% of 320,000 active;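 active = inhibition at or above 25%, using the most active replicate where run in duplicate; inactive = inhibition below 25%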
Target sequence (Q9BYT3 whole entry, looked up): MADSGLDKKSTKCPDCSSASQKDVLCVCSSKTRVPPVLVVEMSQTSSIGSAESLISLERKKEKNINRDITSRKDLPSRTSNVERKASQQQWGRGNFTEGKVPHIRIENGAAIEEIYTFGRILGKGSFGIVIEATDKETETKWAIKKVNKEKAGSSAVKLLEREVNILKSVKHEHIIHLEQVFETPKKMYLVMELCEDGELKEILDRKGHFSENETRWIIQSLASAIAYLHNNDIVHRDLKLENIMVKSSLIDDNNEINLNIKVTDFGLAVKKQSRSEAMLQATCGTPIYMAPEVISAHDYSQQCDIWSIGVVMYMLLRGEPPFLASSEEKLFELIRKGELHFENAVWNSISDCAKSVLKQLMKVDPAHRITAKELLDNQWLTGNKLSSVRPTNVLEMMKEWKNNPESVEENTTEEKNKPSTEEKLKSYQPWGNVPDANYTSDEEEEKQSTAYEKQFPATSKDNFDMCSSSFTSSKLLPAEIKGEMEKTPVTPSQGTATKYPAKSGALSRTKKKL
Kir21 inh: inhibitors of mouse Kir2.1 inward-rectifier potassium channel; HEK293-Kir2.1, FluxOR thallium flux fluorescence; hits give low values; B-score at 10 µM; 0.85% of 310,000 active; AID 1672;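 active = fluorescence ratio B-score at or below minus 3 SD of library scores, with starting-brightness B-score within 2 SD, cut at about -4.2 in these data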;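 note: channel flux triggered by added potassium and thallium sulfate stimulus; B-score of peak minus minimum fluorescence over baseline after thallium stimulus; more negative B-score means stronger Kir2.1 block with less thallium influx; some compounds called inactive have numbers as strong as hits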
Target sequence (P35561 whole entry, looked up): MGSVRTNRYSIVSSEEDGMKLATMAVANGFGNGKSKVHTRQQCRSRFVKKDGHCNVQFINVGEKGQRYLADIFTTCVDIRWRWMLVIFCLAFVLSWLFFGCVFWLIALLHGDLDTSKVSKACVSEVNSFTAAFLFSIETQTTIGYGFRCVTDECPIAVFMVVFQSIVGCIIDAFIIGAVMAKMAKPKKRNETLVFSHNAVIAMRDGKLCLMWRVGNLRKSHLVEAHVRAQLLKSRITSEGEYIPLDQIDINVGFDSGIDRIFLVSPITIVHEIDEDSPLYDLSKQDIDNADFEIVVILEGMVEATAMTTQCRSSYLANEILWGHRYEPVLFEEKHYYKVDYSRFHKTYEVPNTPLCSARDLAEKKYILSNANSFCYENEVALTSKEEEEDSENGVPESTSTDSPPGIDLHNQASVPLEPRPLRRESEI
* hit, by the source's call; x = no result given. Outcome played no part in choosing rows (roughly 0.84% active in at least one column).

SMILES	STK33 inh	Kir21 inh
CCSc1nnc(-c2ccc(S(=O)(=O)NCc3cccs3)cc2)o1	-1.6	0.44
CCn1c(SCC(=O)NC2CC2)nnc1-c1cccc(OC)c1	-0.5	1.4
COc1ccc(C(=O)NCC(=O)NC2=NCCS2)cc1	-1.4	-0.25
COC(=O)C1=CN(Cc2ccc(F)cc2)C=C(C(=O)OC)C1c1ccc(O)c(OC)c1	0.0	0.06
COc1cccc(C(=O)Nc2cc(OC)ccc2NC(=O)c2ccco2)c1	-1.2	2.1
CCOC(=O)c1sc(NCC2CCCO2)nc1C (stereo not given)	-0.8	1.3
CC(C)Cc1cc(C(=O)N2CCC(N3CCC(C(=O)N4CCCC4)CC3)CC2)n[nH]1	2.2	0.44
CC(C)CN(CC(C)C)c1nc(N)c(C#N)c(CC#N)c1C#N	0.9	-2.2
CCc1ccc(NC(=O)CCc2nc3sc4c(c3c(=O)[nH]2)CCCC4)cc1	-2.6	0.1
CC(C)NC(=O)CN(C(=O)CCC(=O)Nc1ccccn1)c1ccc(F)c(Cl)c1	-1.4	-0.8
O=c1[nH]c(CCl)nc2cc(-c3ccc(Cl)cc3)sc12	3.3	-2
CCOC(=O)N1CCC(=NNC(=O)Cn2ccc(C(F)(F)F)n2)CC1	-0.7	-1.9
Cc1cc(C(=O)N2CC=C(c3ccccc3)CC2)c2ccccc2n1	4.1	1
Cc1cccc(OCC2Cn3c(nc4c3c(=O)[nH]c(=O)n4C)O2)c1 (stereo not given)	-3.3	-0.03
CC1(C)C(=O)Nc2ccccc2N1C(=O)COc1ccc(S(=O)(=O)N2CCOCC2)cc1Cl	-2.1	-1.3
CC(=O)c1ccc(OCCCC(=O)NCC(c2ccco2)N(C)C)cc1 (stereo not given)	-1.2	-1.7
COCc1c(C)cc(C)c(/C=N/O)c1C	-1.2	0.05
O=C(CN1C(=O)NC2(CCc3ccccc32)C1=O)Nc1ccccc1OC(F)F (stereo not given)	-0.7	x
COc1ccc(NC(=O)c2cccc3c2C(=O)c2ccc(-c4ccc(F)cc4OCc4ccccc4)cc2S3(=O)=O)cc1	-0.8	x
COc1ccc(-c2nnn(CC(=O)N(CCCO)C(C(=O)NC3CCCC3)c3ccncc3)n2)cc1 (stereo not given)	-2.2	-0.15
CCC(CC)C(=O)NCCc1ccc(OC)cc1	-0.1	-0.69
O=C(NC(CO)Cc1ccc([N+](=O)[O-])cc1)C(Cl)Cl (stereo not given)	-0.7	0.31
Cc1ccc(S(=O)(=O)NC2CCCCC2)cc1	-1.4	x
Cc1ccc(S(=O)(=O)N(C)C)cc1NC(=O)Cn1c(CN2CCOCC2)nc2ccccc2c1=O	-1.6	-1
O=C(COc1ccccc1N1C(=O)C2C3C=CC(C3)C2C1=O)c1ccccc1 (stereo not given)	-1.8	-0.86
COc1cc(NC(=O)c2ccco2)c(C(=O)O)cc1OC	1.5	2.7
CNC(=O)NC(=O)Cn1cnc2sc(-c3ccccc3)cc2c1=O	-6.7	-0.73
CC(C)[C@H](NC(=O)C1CCC(CNC(=O)[C@@H]2CCCN2C(=O)OC(C)(C)C)CC1)C(=O)O (stereo not given in full)	x	0.91
Cc1ccc(NC(=O)NCC2CC2(Cl)Cl)cc1 (stereo not given)	0.2	-0.77
O=C(Cc1ccccc1)Nc1ccc(NC(=O)c2cccs2)cc1Cl	0.5	0.26
COc1cccc(CN2CCC(C(=O)N3CCN(c4ccccc4F)CC3)CC2)c1OC	0.8	-0.12
CSC(=S)N/N=C/c1ccccc1	-0.2	-1.2
Cc1cc(=O)[nH]c(SCC(=O)Nc2ccc(S(N)(=O)=O)cc2)n1	0.3	-0.73
COC(=O)c1cc(Br)ccc1OC(=O)c1cccnc1	-0.6	0.28
O=C(/C=C/c1ccccc1[N+](=O)[O-])N1CCN(C(=O)c2ccco2)CC1	-0.9	-0.04
Cc1cccc(C(=O)N/N=C/c2ccccn2)c1	-0.2	1.6

Part of the list above in order of heavy-atom count, high to low:
SMILES	STK33 inh	Kir21 inh
COc1cccc(CN2CCC(C(=O)N3CCN(c4ccccc4F)CC3)CC2)c1OC	0.8	-0.12
O=C(COc1ccccc1N1C(=O)C2C3C=CC(C3)C2C1=O)c1ccccc1 (stereo not given)	-1.8	-0.86
O=C(Cc1ccccc1)Nc1ccc(NC(=O)c2cccs2)cc1Cl	0.5	0.26
Cc1cc(=O)[nH]c(SCC(=O)Nc2ccc(S(N)(=O)=O)cc2)n1	0.3	-0.73
COC(=O)c1cc(Br)ccc1OC(=O)c1cccnc1	-0.6	0.28
Cc1ccc(NC(=O)NCC2CC2(Cl)Cl)cc1 (stereo not given)	0.2	-0.77
CSC(=S)N/N=C/c1ccccc1	-0.2	-1.2

The list continues.
SMILES	STK33 inh	Kir21 inh
CC(=O)Nc1ccc(S(=O)(=O)NCC(=O)OCC(=O)N2CCCc3ccccc32)cc1	-1.0	-0.1
Cc1cccc(CNS(=O)(=O)c2ccc(-c3ccc(=O)[nH]n3)s2)c1	-0.1	-0.27
CCN(CC)CCN(C(=O)c1cccc(N2C(=O)CCC2=O)c1)c1nc2cc3c(cc2s1)OCO3	-0.9	0.31
O=C(COc1ccccc1Cl)NNC(=O)C1CCCO1 (stereo not given)	-1.9	0.94
CC(=O)NC1C(=O)N(CCc2ccccc2)c2ccccc21 (stereo not given)	-0.3	-0.7
O=C1N2CN(C(c3ccccc3)c3ccccc3)CN=C2SC1(CO)CO	-1.0	-0.53
O=C1Nc2ccc(S(=O)(=O)N(CCO)CCO)c3cccc1c23	-22	-0.07
CNC(=O)C(C#N)(Cc1cc(C(C)=O)ccc1OC)Cc1cc(C(C)=O)ccc1OC	-0.6	-1.6
CCn1cc(/C=C(\NC(=O)c2ccc(OC)c(OC)c2)C(=O)N2CCOCC2)c2ccccc21	0.7	1.1
CC(=C\c1ccccc1)/C=C1/SC(=S)N(CCC(=O)O)C1=O	6.9	1.9
COc1ccc(C2=NN(C(=O)c3cccs3)C(c3ccccc3OC)C2)cc1OC (stereo not given)	-0.7	0.04
CCN(CC)CCOC(=O)C1(c2ccc([N+](=O)[O-])cc2)CCCC1	-2.9	x
CCOC(=O)C1(CCOc2ccccc2)CCN(Cc2ccc(F)c(OC)c2)CC1	-1.4	-1.8
O=C(Nc1ccccc1Cl)C1CC(=O)N(Cc2ccco2)C1 (stereo not given)	-0.6	x
Cc1nn2c(-c3ccc(Cl)cc3Cl)nnc2s1	0.3	-1.3
Cc1ccc(-c2nn(-c3ccccc3Cl)cc2C(=O)NCC2CCCO2)cc1 (stereo not given)	-0.8	0.65
CCC(=O)Nc1ccc2c(c1)nc(CN1CCCCC1)n2C	-0.3	0.01
Cc1ccc(CCN2CC(C(=O)NCCCN3CCCCC3)CC2=O)cc1 (stereo not given)	0.3	-0.01
COc1ccc([N+](=O)[O-])cc1/C=N/Nc1nc(N2CCCCC2)nc(N2CCCCC2)n1	0.2	-0.07
Cc1n[nH]c(=O)c2c(NC(=O)CSc3ncccn3)oc(C)c12	0.2	0.5
Cc1sc2nc3n(c(=O)c2c1C)CCCS3	-0.3	-0.52
O=C(/C=C/c1cccc(F)c1)OCC(=O)N1CCCc2ccccc21	-3.0	0.59
Cn1c(=O)oc2cc(S(=O)(=O)NCc3ccccc3)ccc21	-7.7	0.41
Cn1cccc1-c1nc2ccc([N+](=O)[O-])cc2[nH]1	0.9	-0.13
CCOC(=O)C(O)(CC(=O)Nc1ccc(Cl)cc1Cl)C(F)(F)F (stereo not given)	-2.1	0
CCOC(=O)/C(=C/c1ccco1)NC(=O)c1ccc(Br)o1	-2.2	-1.1
O=C(CN1C(=O)CSC1=O)N1CCCC(Nc2ccc(F)cc2)C1 (stereo not given)	-1.6	-0.26
O=C(COC(=O)Cn1cnc2ccccc21)Nc1ccc(OC(F)F)cc1	-1.4	x
O=C(CN1C(=O)c2ccccc2S1(=O)=O)Nc1cccnc1	-1.3	2.4
O=C(O)c1nn(CC(=O)N2CCN(S(=O)(=O)c3ccc(Cl)cc3)CC2)c(=O)c2ccccc12	-1.1	-0.19
COc1ccc(C2=CC(=O)CC(c3ccc(OC)cc3)C2)cc1 (stereo not given)	-3.0	-1.7
CO/N=C/c1ccc(Oc2ccc(C)cc2)c([N+](=O)[O-])c1	0.8	0.94
O=C(NCc1cccnc1)c1ccc(NS(=O)(=O)c2ccc(F)cc2)cc1	-0.5	1.2
CC(=O)Oc1ccc(C(=O)Nc2cc(NC(=O)c3ccc(OC(C)=O)cc3)cc(C(=O)NC(C)(C)C)c2)cc1	-0.4	0.18
Cc1ccc(-c2nc3n(n2)Cc2ccccc2-3)cc1	2.6	-0.65
CCCNC(=O)C1CCN(S(=O)(=O)c2ccc(-c3nn[nH]n3)cc2)CC1	0.8	-2.4
CC1CCCN(C(C(=O)Nc2ccc3c(c2)OCO3)c2ccccc2)C1 (stereo not given)	0.9	-0.7
COc1ccc(N2CCN(c3cc(C)c4ccc(O)cc4n3)CC2)cc1	2.2	1.4
COc1cccc(N2CCN(C3CC(=O)N(c4cccc(Cl)c4)C3=O)CC2)c1 (stereo not given)	0.2	-0.99
CN1C=CC=C/C1=C1\SC(=S)N(CC(=O)O)C1=O	0.2	1.8
Cc1cc(/C=C(\C#N)C(=O)OCC(=O)Nc2ccc(OC(F)F)cc2)c(C)n1CC(C)C	0.0	-0.1
CC(=O)c1cccc(NC(=O)CSc2ccc(-c3ccccn3)nn2)c1	-0.5	0.17
CC(Oc1ccccc1F)C(=O)NNC(=O)CCNC(=O)c1ccco1 (stereo not given)	0.2	0.73
O=C(CCCc1c[nH]c2ccccc12)NCCc1c[nH]c2ccccc12	0.7	-2
N#CC1=C(N)Oc2cc(O)c(C=Nc3ccccc3)cc2C1c1ccccc1 (stereo not given)	-0.9	1.1
CN(CC1CCCO1)S(=O)(=O)c1ccc(C(=O)Nc2nc3cc4c(cc3s2)OCO4)cc1 (stereo not given)	-0.4	-0.69
CC(C)(C)N(Cc1ccccc1)C(=O)CSc1nnc(CNc2ccc(F)cc2)o1	-0.1	0.33
O=C(Nc1ccc(F)c(F)c1)c1ccccc1	-0.8	x
O=C(Nc1ccccc1N1CCOCC1)c1ccc([N+](=O)[O-])o1	-0.2	-1.4
Cc1cccc(C(=O)NN2C(=O)C3C(c4ccccc4)C=CC(c4ccccc4)C3C2=O)c1 (stereo not given)	1.6	0.29
Cc1ccc(CN(C(=O)c2csnn2)C(C(=O)NC2CCCC2)c2ccco2)cc1 (stereo not given)	1.7	-0.02
O=C(COC(=O)c1cc([N+](=O)[O-])ccc1N1CCOCC1)NC1CCCCC1	-1.3	1
O=S(=O)(Nc1ccccc1)c1ccc(F)cc1	-1.6	-0.35
COc1cc2c(cc1OC)CN(C(=O)/C=C/c1ccc(F)cc1)CC2	0.9	1.6
CCCN(CC1CC1)C(=O)CSc1nnc(-c2cc(-c3cccs3)nc3ccccc23)o1	0.0	-0.61
CCCCN1C(=O)/C(=C2/C=CC=CN2C)SC1=S	-0.4	2
O=C(CCN1C(=O)c2ccccc2C1=O)Nc1sc2c(c1C(=O)NCC1CCCO1)CCC2 (stereo not given)	-2.8	1.1
CCCC(=O)n1nc(-c2ccccc2)nc1SC	-1.5	-0.13
O=C(O)CCCC(=O)Nc1nc(-c2ccc(F)cc2)cs1	-0.4	-1.5
Cc1ccc(S(=O)(=O)CNC(=O)c2ccccc2)cc1	1.0	-0.02

Some of the entries above, reformatted.
Cc1ccc(S(=O)(=O)CNC(=O)c2ccccc2)cc1
  STK33 inh: 1.0 | Kir21 inh: -0.02
Cc1ccc(CN(C(=O)c2csnn2)C(C(=O)NC2CCCC2)c2ccco2)cc1 (stereo not given)
  STK33 inh: 1.7 | Kir21 inh: -0.02
O=C(CCN1C(=O)c2ccccc2C1=O)Nc1sc2c(c1C(=O)NCC1CCCO1)CCC2 (stereo not given)
  STK33 inh: -2.8 | Kir21 inh: 1.1

Later entries:
SMILES	STK33 inh	Kir21 inh
O=C(COc1ccc(S(=O)(=O)N2CCOCC2)cc1)Nc1ccc(Cl)c(C(F)(F)F)c1	-1.0	-1.6
COc1ccc(C(=O)c2coc3ccc(O)c(CN4CCCC4)c23)cc1	0.3	-1.4
COc1ccc(-c2ccnc(SCC(=O)Nc3ccccn3)n2)cc1	-0.3	x
CCCn1c(CNC(=O)c2cccs2)nc2ccccc21	0.2	-0.08
O=C(CN1CCCCCC1)Nc1ccc(Oc2ccccc2)cc1	-0.3	-2
CCCCN(CC)CCCNC(=O)c1cc2c(=O)n(C)c3ccccc3c2n1C	1.9	-0.57
O=C(NCc1ccc(Cl)cc1)Nc1ccc(F)cc1	0.0	0.67
CCOC(=O)c1c(-c2ccccc2)oc2ccc(O)c(CN3CCCC3)c12	-1.0	-12*
COc1ccc([C@H]2CC(=O)C=C(c3ccc4cc[nH]c4c3)C2)cc1	-0.8	x
COc1ccc(-c2cc(C(F)(F)F)nc(S(=O)(=O)CCCC(=O)Nc3cc(C)on3)n2)cc1OC	x	0.33
O=C(OCc1c(-c2ccccc2)ncc2ccccc12)c1ccc(C(F)(F)F)cc1	0.3	x
CC(C)[C@H](NC(=O)N1CC(=O)Nc2ccccc21)C(=O)N[C@H](Cc1c[nH]c2ccccc12)C(=O)O	-1.7	1.3
CCOC(=O)c1c(-c2ccc(C)o2)csc1NC(=O)CN(C)CC(=O)Nc1ccc(C)cc1	-3.1	-0.52
O=C(COC(=O)c1ncc(Cl)c(Cl)c1Cl)c1ccc(Cl)s1	-1.2	0.65
O=C(COC(=O)C1=COCCO1)Nc1ccc(Br)cc1Br	-0.2	x
CCOc1ccc(NC(=O)CSc2nnc(C3CC3)n2C)cc1S(=O)(=O)N1CCCCC1	-1.8	x
COc1ccc(-n2cc3c(-c4cccc(Br)c4)nnc(C)c3n2)cc1	0.9	0.52
O=C(CCC(=O)c1ccccc1)Nc1ccccc1OC(F)F	-0.1	-1.3
C=CCn1c(Cc2cccs2)nnc1SC/C=C/c1ccccc1	1.2	-15*
O=C(NCc1ccccc1)N1CCC(CO)(Cc2cccc(F)c2)CC1	-0.8	0
